STK33 inh: STK33 kinase inhibitors, primary screen, biochemical, luminescence, ADP-Glo, MBP substrate; Serine/threonine-protein kinase 33 (Homo sapiens), Q9BYT3; 27,000 tested, 0.44% active; inhibition, % at 12.5 µM; in the data active = inhibition above about 20%
Target sequence (Q9BYT3 whole entry, looked up): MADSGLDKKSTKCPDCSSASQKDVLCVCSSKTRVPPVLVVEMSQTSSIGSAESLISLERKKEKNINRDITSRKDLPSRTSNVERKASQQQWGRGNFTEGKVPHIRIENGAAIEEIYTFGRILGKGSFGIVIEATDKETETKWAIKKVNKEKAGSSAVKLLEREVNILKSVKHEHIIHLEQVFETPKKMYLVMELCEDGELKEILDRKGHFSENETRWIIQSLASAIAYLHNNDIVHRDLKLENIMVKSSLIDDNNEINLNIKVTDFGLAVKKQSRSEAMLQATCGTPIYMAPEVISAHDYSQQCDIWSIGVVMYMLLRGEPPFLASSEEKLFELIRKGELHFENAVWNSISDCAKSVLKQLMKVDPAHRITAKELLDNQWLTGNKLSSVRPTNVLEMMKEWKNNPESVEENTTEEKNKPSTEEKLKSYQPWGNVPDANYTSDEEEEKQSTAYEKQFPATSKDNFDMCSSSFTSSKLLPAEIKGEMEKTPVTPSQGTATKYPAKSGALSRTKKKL
p53 PUMA act: mutant p53 pathway re-activators, primary screen, cell-based, SW480, luciferase, single point, HTS | 28,000 tested, 1.5% active | SW480 PUMA-promoter luciferase, p53 mutant reactivation | AID 624151, 2012 | activation, % at 9.98 µM; in the data active = activation above about 52%
* = called active by the depositor; . = no result given; & = joins results of further samples. An excerpt, so the mix of outcomes need not match the whole.

SMILES,STK33 inh,p53 PUMA act
C[C@@H]1CN([C@@H](C)CO)C(=O)c2cc(NS(=O)(=O)c3cn(C)cn3)ccc2O[C@@H](C)CCCCO[C@H]1CN(C)C(=O)c1ccccc1,.,-4
O=C(CSc1nnc(-c2cccc(Cl)c2)n1-c1ccccc1)Nc1ccccc1-c1ccccc1,4,-55
COc1ccc(NC(=O)Nc2cccc3c2O[C@@H](CN(C)S(=O)(=O)c2cccs2)[C@H](C)CN([C@@H](C)CO)C3=O)cc1,.,0
C[C@H](CO)N1C[C@H](C)[C@H](CN(C)S(=O)(=O)c2cn(C)cn2)Oc2ccc(NC(=O)CCCN(C)C)cc2C1=O,-1,.
Cc1ccc(S(=O)(=O)N(C)C[C@H]2Oc3ccc(NC(=O)NC(C)C)cc3CC(=O)N([C@@H](C)CO)C[C@H]2C)cc1,-1,.
CNC[C@@H]1Oc2ccc(NS(=O)(=O)c3ccc(F)cc3)cc2CC(=O)N([C@H](C)CO)C[C@H]1C,1,3
CCCNC(=O)N(C)C[C@@H]1Oc2ncc(C#Cc3ccncc3)cc2C(=O)N([C@@H](C)CO)C[C@@H]1C,.,15
C[C@@H]1CN([C@H](C)CO)C(=O)Cc2cc(NC(=O)Cc3ccccc3)ccc2O[C@@H]1CN(C)Cc1ccc2c(c1)OCO2,2,.
OC(CNCc1ccccc1)Cn1c2ccccc2c2ccccc21 (centres undefined),5,-8
C[C@H](CO)N1C[C@H](C)[C@@H](CN(C)C(=O)C2CCOCC2)Oc2ncc(C#Cc3cccc(F)c3)cc2C1=O,.,0
COc1cccc(-c2ccc3c(c2)O[C@H](CN(C)Cc2cccnc2)[C@@H](C)CN([C@H](C)CO)S3(=O)=O)c1,.,-34
O=C(O)C1=C[C@H](c2csc3ccccc23)C[C@H](OCCCCO)O1,-3,.
O=c1[nH]c(=O)n(Cc2ccco2)c2c1C(C(F)(F)F)(C(F)(F)F)N=C(CCc1ccccc1)N2,4,-9
C[C@@H]1CN([C@H](C)CO)C(=O)c2cccc(NS(=O)(=O)c3ccccc3)c2O[C@H]1CN(C)S(=O)(=O)c1cccs1,.,-1
COC(=O)c1c(NC(=S)Nc2ccc(S(=O)(=O)NC34CC5CC(CC(C5)C3)C4)cc2)sc2c1CCC2,0,-13
O=C(CCc1nc(-c2ccccc2F)no1)Nc1ccccc1[N+](=O)[O-],1,1
Cc1c(Cl)cccc1NC(=O)CN1CCN(CCO)CC1,-1,-9
CC(C)NC(=O)Nc1ccc2c(c1)C(=O)N([C@H](C)CO)C[C@H](C)[C@@H](CN(C)S(=O)(=O)c1cccs1)OCCCC[C@H](C)O2,.,-2
Cc1ccc(S(=O)(=O)Nc2ccc3c(c2)CC(=O)N([C@@H](C)CO)C[C@H](C)[C@@H](CN(C)S(=O)(=O)c2ccccc2)O3)cc1,2,.
CC(C)C#Cc1cnc2c(c1)C(=O)N([C@@H](C)CO)C[C@@H](C)[C@H](CN(C)C(=O)c1ccccc1)O2,.,6
C[C@H](CO)N1C[C@H](C)[C@@H](CN(C)C(=O)c2ccccn2)Oc2ncc(-c3ccccc3)cc2C1=O,.,-3
O=S(=O)(N[C@@H]1CCCN(Cc2ccc(OCCO)cc2)C1)c1cccc(F)c1,-3,.
Cc1ccc(S(=O)(=O)N(C)C[C@@H]2Oc3ccc(N(C)C)cc3C(=O)N([C@@H](C)CO)C[C@@H]2C)cc1,-1,.
O=C1O[C@H](c2ccccc2)[C@H](c2ccccc2)N2[C@H]1[C@@H](C(=O)Nc1nc3ccccc3s1)[C@]1(C(=O)Nc3ccc(C#CCCO)cc31)[C@H]2c1ccc(OCCO)cc1,8,.
C[C@H](CO)N1C[C@H](C)[C@H](CN(C)C(=O)NC2CCCCC2)Oc2ccc(NS(=O)(=O)c3ccc(Cl)cc3)cc2CC1=O,0,5
O=[N+]([O-])c1ncn(Cc2ccccn2)n1,-2,6
C[C@@H]1CN([C@H](C)CO)C(=O)c2cc(NS(=O)(=O)c3cccs3)ccc2O[C@@H](C)CCCCO[C@@H]1CN(C)C,.,-1
C[C@H]1CN([C@@H](C)CO)C(=O)c2cc(NC(=O)Cc3cn(C)c4ccccc34)ccc2O[C@H]1CN(C)Cc1ccc2c(c1)OCO2,0,.
Cc1cc(C)c2c(=O)cc(C(F)(F)F)oc2c1,.,4
C[C@H](CO)N1C[C@H](C)[C@H](CN(C)CC2CC2)Oc2c(NS(=O)(=O)c3ccc(Cl)cc3)cccc2C1=O,.,6
COC(=O)C(CC#Cc1ccc2c(c1)[C@]1(C(=O)N2)[C@H](c2ccc(OCCO)cc2)N2[C@H](c3ccccc3)[C@H](c3ccccc3)OC(=O)[C@H]2[C@@H]1C(=O)N1CCN(c2ncccn2)CC1)C(=O)OC,9,.
C[C@@H]1CN([C@H](C)CO)C(=O)Cc2cc(NS(=O)(=O)c3cccs3)ccc2O[C@@H]1CN(C)Cc1ccc(Oc2ccccc2)cc1,2,.
C[C@@H]1CN([C@H](C)CO)C(=O)Cc2cc(NC(=O)Cc3cn(C)c4ccccc34)ccc2O[C@@H]1CN(C)C,2,.
O=S(=O)(c1cccc(F)c1)N1CCN(Cc2ccc(OCCO)cc2)CC1,-2,.
COc1ccc(S(=O)(=O)Nc2cccc(N(C)S(C)(=O)=O)c2)cc1OC,-1,-9
C[C@H](CO)N1C[C@H](C)[C@@H](CN(C)S(=O)(=O)c2ccc(Cl)cc2)Oc2c(NS(=O)(=O)c3ccc(Cl)cc3)cccc2C1=O,.,3
C[C@H]1CN([C@@H](C)CO)C(=O)c2cccc(NC(=O)c3ccncc3)c2O[C@H]1CN(C)S(=O)(=O)c1ccccc1,.,13
C[C@@H]1CN([C@@H](C)CO)C(=O)Cc2cc(NS(=O)(=O)c3ccc(F)cc3)ccc2O[C@@H]1CN(C)S(=O)(=O)c1cn(C)cn1,-2,.
C[C@H]1CN([C@@H](C)CO)C(=O)c2cc(NS(=O)(=O)c3ccc(F)cc3)ccc2O[C@H]1CN(C)Cc1ccc(C(=O)O)cc1,-1,.
COc1ccccc1N(CC(=O)O)S(=O)(=O)c1ccccc1,0,-4
COc1ccc(NC(=O)Nc2ccc3c(c2)CC(=O)N([C@@H](C)CO)C[C@H](C)[C@@H](CN(C)C)O3)cc1,5,5
O=C(O)CCCC(=O)Nc1ccc(F)cc1,-3,-3
C[C@@H]1CN([C@H](C)CO)C(=O)c2cccc(NC(=O)NC3CCCCC3)c2O[C@H]1CN(C)C,.,5
C[C@@H]1CN([C@@H](C)CO)C(=O)c2cc(NC(=O)Nc3ccc4c(c3)OCO4)ccc2O[C@H]1CN(C)C(=O)Nc1ccc(F)cc1,.,-7
Cc1ccc(NC(=O)CSc2nnc(-c3ccc([N+](=O)[O-])cc3)n2-c2ccccc2)cc1C,-4,-2
C[C@@H]1CN([C@H](C)CO)C(=O)Cc2cc(NC(=O)CCC(F)(F)F)ccc2O[C@H]1CN(C)C(=O)Nc1cccc2ccccc12,0,-16
CC(Sc1ncn[nH]1)C(=O)Nc1ccc(Cl)cc1 (centres undefined),-3,-4
C[C@H](CO)N1C[C@H](C)[C@@H](CN(C)Cc2ccc(C(=O)O)cc2)Oc2ccc(NC(=O)NC3CCCCC3)cc2C1=O,.,2
COc1cccc(NC(=O)CC2OCCN(Cc3ccccc3)C2=O)c1 (centres undefined),3,-1
COc1ccc(CCN(C)CCCC(C#N)(c2cc(OC)c(OC)c(OC)c2)C(C)C)cc1OC (centres undefined),-11&0,.
CCOC(=O)C1=C(C)Nc2ncnn2C1c1ccccc1[N+](=O)[O-] (centres undefined),-1,-8
C[C@@H]1CN([C@@H](C)CO)S(=O)(=O)c2ccc(C#C[C@@H](C)O)cc2O[C@@H]1CN(C)C,.,14
C[C@H](CO)N1C[C@H](C)[C@@H](CN(C)CC2CC2)Oc2c(NS(=O)(=O)c3cn(C)cn3)cccc2C1=O,.,3
Cc1noc(C)c1S(=O)(=O)N(C)C[C@H]1Oc2ccc(NC(=O)CCC(F)(F)F)cc2CC(=O)N([C@@H](C)CO)C[C@H]1C,-3,.
COc1ccc(NC(=O)Nc2ccc3c(c2)[C@@H]2C[C@H](CC(=O)N4CCN(C)CC4)O[C@H](CO)[C@@H]2O3)cc1,.,5
CSc1ccccc1NC(=O)CN(c1ccc(I)cc1)S(C)(=O)=O,0,8
O=C1N[C@@H](Cc2ccccc2)C(=O)N2[C@@H]1C[C@@H](C(=O)NCc1ccc(F)cc1)[C@H]2c1ccc(O)cc1,-9,.
COc1ccc(S(=O)(=O)N(C)C[C@@H]2Oc3ccc(NS(=O)(=O)c4c(C)noc4C)cc3CC(=O)N([C@H](C)CO)C[C@@H]2C)cc1,-2,.
Cc1cc(=O)[nH]c(SCCCOc2ccc(F)cc2)n1,-7,9
C[C@H]1CN([C@@H](C)CO)S(=O)(=O)c2ccc(C#Cc3cccnc3)cc2O[C@H]1CN(C)CC1CCOCC1,.,-13

More records.
SMILES,STK33 inh,p53 PUMA act
Cc1noc(C)c1NC(=O)N(C)C[C@@H]1Oc2ccc(NC(=O)NC3CCCCC3)cc2C(=O)N([C@H](C)CO)C[C@H]1C,.,3
C[C@H]1CN([C@@H](C)CO)C(=O)Cc2cc(N(C)C)ccc2O[C@H]1CN(C)Cc1ccc(-c2ccccc2)cc1,1,.
COc1ccc(NC(=O)CSc2nc3scc(C)c3c(=O)[nH]2)cc1,-1,24
C[C@H](CO)N1C[C@H](C)[C@@H](CN(C)C(=O)c2ccncc2)OCCCC[C@H](C)Oc2ccc(N(C)C)cc2C1=O,.,2
Cc1cc2ccccc2n2c(SCC(N)=O)nnc12,-1,19
C[C@@H]1CCCCO[C@H](CN(C)Cc2ccccc2)[C@H](C)CN([C@@H](C)CO)C(=O)c2cc(NS(=O)(=O)c3cccs3)ccc2O1,.,-8
Cc1ccc(S(=O)(=O)N(CC(=O)N(C)C)c2cccc([N+](=O)[O-])c2)cc1,2,-1
C[C@@H]1CN([C@@H](C)CO)C(=O)Cc2cc(NC(=O)NC3CCCCC3)ccc2O[C@H]1CN(C)S(=O)(=O)c1ccccc1,.,-4
COc1cccc2c1oc(=O)c1c(NC(C)=O)nc(-c3cccs3)nc12,.,3
C[C@H]1CN([C@@H](C)CO)C(=O)Cc2cc(NC(=O)c3ccncc3)ccc2O[C@@H]1CN(C)S(=O)(=O)c1cn(C)cn1,2,.
COc1ccc(C2C3CCc4ccccc4C3=NN2C(=O)c2cccs2)cc1 (centres undefined),0,.
CCc1ccccc1NC(=O)CSc1nnc(-c2cccc(OC)c2)n1C,-2,0
CNC[C@@H]1Oc2ccc(NC(=O)C3CC3)cc2CC(=O)N([C@H](C)CO)C[C@@H]1C,.,5
C[C@H](CO)N1C[C@H](C)[C@H](CN(C)C(=O)Nc2ccc(F)cc2)Oc2ccc(NS(=O)(=O)c3ccc(Cl)cc3)cc2C1=O,1,.
C[C@@H]1CCCCO[C@@H](CN(C)C(=O)c2ccncc2)[C@@H](C)CN([C@H](C)CO)C(=O)c2cc(NS(=O)(=O)c3ccccc3)ccc2O1,2,-1
COC(=O)c1ccc(NC(=O)CCC(=O)c2ccc(C)cc2C)cc1,1,25
COc1ccc(-c2csc(NC(=O)Cc3cccc4ccccc34)c2C(=O)O)cc1,.,-3
C[C@@H]1CN([C@H](C)CO)C(=O)c2cc(NC(=O)Cc3ccccc3)ccc2O[C@@H](C)CCCCO[C@@H]1CN(C)S(=O)(=O)c1cccs1,.,-29
O=C(NC1=NCCS1)c1cc2ccccc2o1,3,.
C[C@@H]1CN([C@H](C)CO)C(=O)Cc2cc(NC(=O)Nc3ccccc3)ccc2O[C@@H]1CN(C)C(=O)Nc1ccc(C(F)(F)F)cc1,.,-9
C[C@H](CO)N1C[C@H](C)[C@@H](CN(C)C(=O)Cc2cccnc2)Oc2ncc(C#CCN(C)C)cc2C1=O,.,5
C[C@@H]1CCCCO[C@H](CN(C)C(=O)Nc2ccc3c(c2)OCO3)[C@H](C)CN([C@H](C)CO)C(=O)c2cc(NC(=O)Nc3ccc(C(F)(F)F)cc3)ccc2O1,.,-33
CNC[C@H]1OCCCC[C@H](C)Oc2ccc(NC(=O)Nc3ccccc3)cc2C(=O)N([C@@H](C)CO)C[C@@H]1C,.,5
O=C1C(=O)N(CCN2CCOCC2)C(c2ccc(Cl)cc2)C1C(=O)c1cccs1 (centres undefined),-2,10
C[C@@H]1CN([C@H](C)CO)C(=O)c2cc(C#CC(C)(C)O)cnc2O[C@@H]1CN(C)C(=O)c1ccccc1F,.,5
COc1cc(NC(=O)C(=O)NCCN2CCNCC2)c(OC)cc1Cl,-2,-13
C[C@H](CO)N1C[C@H](C)[C@H](CN(C)S(=O)(=O)c2ccc(C#N)cc2)Oc2ncc(-c3cccc(F)c3)cc2C1=O,2,.
O=[N+]([O-])c1ccccc1S(=O)(=O)N1CCN(Cc2cccc(OCCO)c2)CC1,-1,.
CCn1c(SCc2nc3ccccc3[nH]2)nc2sc(C)c(C)c2c1=O,1,5
